APJ ag = agonists of human APJ apelin receptor; P35414; CHO-K1 APJ PathHunter beta-arrestin, luminescence; 0% DMSO wells, 100% apelin; activation, % at 20 µM; 330,000 compounds, 0.11% hits; AID 2520;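 active = activation more than six SD over the plate average, tested at 20 µM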;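 also: 0% = DMSO alone and 100% = apelin-13 at 10 nM; some results filed as inactive read as strong as hits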
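Test system: CHO-K1 APJ beta-arrestin complementation cell line | Compound: Single test compound dose, 20 µM final, 1% DMSO | Incubation: Compound 90 min 25 °C, reagent 1 h | Measured by: beta-gal luminescence | Read-out basis: APJ–arrestin association signal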
XBP1 UPR activ = adaptive UPR (XBP1) activation. CHO-XBP1 luciferase reporter, IRE1-XBP1 UPR activation, luminescence; percent of tunicamycin response, DMSO as zero. activation, % at 20 µM. 330,000 compounds, 0.33% hits. AID 463104;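 active = versus positive control, 20 µM dose yields 30% or more activation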;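 also: 100% = tunicamycin at 10 µg/mL and 0% = DMSO only wells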
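Assay system: CHO-XBP1 luciferase reporter cells; Schedule: 6 h treatment, 37 °C; Detection: glow luminescence from Steady-Glo reagent; Benchmarks: high control tunicamycin 10 µg/mL final, low control DMSO vehicle only.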
Jurkat NFkB inh = inhibitors of the PMA/ionomycin-induced NF-kB reporter in Jurkat cells; PMA/ionomycin-induced NF-kB luciferase reporter, luminescence; inhibition, % at 4 µM; 330,000 compounds, 0.53% hits; AID 435003; in the data active = inhibition above about 50%
UPR CHOP act = activators of apoptotic arm of unfolded protein response (CHOP). 330,000 compounds, 0.34% hits. activation, % at 10 µM. CHO-CHOP luciferase reporter, UPR activation, luminescence; percent of tunicamycin response over DMSO baseline;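 active = at 10 µM dose, activation of 40% or more, normalized to positive control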;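 also: 100% = tunicamycin at 10 µg/mL and 0% = DMSO alone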
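System: CHO-CHOP luciferase reporter cell line; amount: 500 cells/well; buffer or medium: F12 medium containing 10% fetal bovine serum; incubation: 6 h compound exposure at 37 °C after overnight seeding; measured by: luciferase luminescence after 10 min with Steady-Glo reagent; evaluation: % reporter activation, DMSO baseline versus tunicamycin full activation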
tim23-1 inh = growth inhibitors of tim23-1 mutant yeast. 330,000 compounds, 1.3% hits. AID 463212. S. cerevisiae tim23-1 growth, BacTiter-Glo luminescence, 24 h. inhibition, % at 20 µM;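 active = growth inhibition of the mutant yeast at or above 50%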;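 also: temperature-sensitive mutant grown at 25 °C; plate controls were DMSO-treated mutant yeast for no effect and medium wells lacking yeast for full effect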
697 NFkB inh = inhibitors of the PMA/ionomycin-induced NF-kB reporter in 697 B cells. 697 B-cell NF-kB luciferase reporter, 16 h. inhibition, % at 4 µM. 330,000 compounds, 0.33% hits; in the data active = inhibition above about 35%
Mdm2 MdmX PPI = inhibitors of human Mdm2/MdmX interaction; 330,000 compounds, 3% hits; AID 485346; SaOS-2 split-luciferase Mdm2/MdmX complementation, luminescence; O15151+Q00987; inhibition, % at 8 µM;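 active = inhibition of at least 50% at 8 µM in the primary screen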
Target sequence (O15151 whole entry, looked up): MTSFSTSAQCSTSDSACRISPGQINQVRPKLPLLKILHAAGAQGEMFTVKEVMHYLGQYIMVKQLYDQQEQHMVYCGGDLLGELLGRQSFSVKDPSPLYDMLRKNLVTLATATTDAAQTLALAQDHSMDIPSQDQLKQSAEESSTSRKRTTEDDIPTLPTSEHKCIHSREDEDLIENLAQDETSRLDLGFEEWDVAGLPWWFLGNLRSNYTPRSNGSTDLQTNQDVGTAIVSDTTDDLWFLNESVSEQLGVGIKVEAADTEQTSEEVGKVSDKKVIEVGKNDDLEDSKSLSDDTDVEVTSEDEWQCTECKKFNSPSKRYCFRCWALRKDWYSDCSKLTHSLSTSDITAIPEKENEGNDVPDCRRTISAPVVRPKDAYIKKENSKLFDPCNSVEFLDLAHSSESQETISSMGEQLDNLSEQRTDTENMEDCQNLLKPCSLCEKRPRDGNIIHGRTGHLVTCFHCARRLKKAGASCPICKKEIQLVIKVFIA
Target sequence (Q00987 whole entry, looked up): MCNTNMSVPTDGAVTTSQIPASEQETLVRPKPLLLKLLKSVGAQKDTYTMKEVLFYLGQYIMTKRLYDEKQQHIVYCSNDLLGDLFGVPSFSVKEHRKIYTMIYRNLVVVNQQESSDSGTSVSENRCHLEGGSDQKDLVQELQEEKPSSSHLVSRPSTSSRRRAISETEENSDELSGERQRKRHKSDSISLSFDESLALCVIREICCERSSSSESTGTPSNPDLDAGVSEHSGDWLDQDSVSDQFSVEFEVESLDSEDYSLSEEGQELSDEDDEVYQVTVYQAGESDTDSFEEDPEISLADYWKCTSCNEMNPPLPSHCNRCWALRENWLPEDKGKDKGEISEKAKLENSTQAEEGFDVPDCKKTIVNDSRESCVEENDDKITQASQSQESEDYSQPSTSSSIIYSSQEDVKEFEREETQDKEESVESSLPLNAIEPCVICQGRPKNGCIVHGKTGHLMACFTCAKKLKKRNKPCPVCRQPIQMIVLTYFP
APJ antag = antagonists of human APJ apelin receptor; P35414; CHO-K1 APJ beta-arrestin complementation, luminescence; inhibition, % at 20 µM; 330,000 compounds, 0.32% hits;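 active = inhibition above about 40% at 20 µM, limit read from the data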;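 also: cells challenged with 10 nM apelin-13 agonist together with compound; plate controls were apelin-13 plus DMSO wells for no effect and DMSO wells lacking apelin-13 for full effect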
* hit, by the source's call.

Sample of the layout, two compounds:
Structure,Jurkat NFkB inh,UPR CHOP act,tim23-1 inh,APJ antag,APJ ag,XBP1 UPR activ,697 NFkB inh,Mdm2 MdmX PPI
O=S(=O)(c1cccc(S(=O)(=O)N2CCCC2)c1)c1cccc(S(=O)(=O)N2CCCC2)c1,8,-0.3,20,3,-3,-2,12,19
O=C(CN1c2cccc3cccc(c23)S1(=O)=O)NCc1ccc(Cl)cc1,0,-0.4,38,-30,-2,3,-17,-13

All compounds of this part (from the top)
Structure,Jurkat NFkB inh,UPR CHOP act,tim23-1 inh,APJ antag,APJ ag,XBP1 UPR activ,697 NFkB inh,Mdm2 MdmX PPI
O=S(=O)(c1cccc(S(=O)(=O)N2CCCC2)c1)c1cccc(S(=O)(=O)N2CCCC2)c1,8,-0.3,20,3,-3,-2,12,19
O=C(CN1c2cccc3cccc(c23)S1(=O)=O)NCc1ccc(Cl)cc1,0,-0.4,38,-30,-2,3,-17,-13
CCC(C)[C@H](NC(=O)[C@@H]1CSC2c3ccccc3C(=O)N21)C(=O)NC1CCCC1 (stereo partly drawn),0,1.9,3,11,3,-1,11,22
CC(=O)C1=C(C)N2CCN=C2S1,-15,-2.0,-1,1,-1,0,-5,-5
OCCNc1nc2ccccc2n1-c1ccccc1,0,-0.6,9,6,3,-2,10,1
COc1ccc(/C=C/C(=O)N(CC(C)C)C2CCS(=O)(=O)C2)cc1 (stereo not drawn),-25,-0.5,5,8,-4,-3,-37,3
Cc1cccc(NC2=NC(=S)N(CC#N)C23CCCCC3)c1,-1,0.4,10,4,-2,-1,-12,-1
COc1c(O)cc2oc(-c3ccc(O)cc3)cc(=O)c2c1O,-66,2.2,-1,7,-6,8,-47,-73
COc1cc2c(cc1OC)C(C(=O)Nc1ccc3c(c1)OCCO3)C(c1cccnc1)N(C)C2=O (stereo not drawn),11,-0.8,1,10,2,-2,16,22
COc1ccc(C)cc1-n1nnnc1SCC1CCCO1 (stereo not drawn),14,-3.5,4,-4,1,-3,31,12
COc1ccc(CCC(=O)OCC(=O)NCc2ccccc2)cc1,-4,-2.2,11,-6,-5,-3,-5,-2
COc1cc(OC)cc(C(=O)NCC(C)NC(=O)c2cc(OC)cc(OC)c2)c1 (stereo not drawn),13,-0.8,7,12,1,-1,-7,10
COc1ccc(/C=N/n2c(=S)n(C)c3ccccc32)cc1OC,8,-0.3,41,2,-4,2,7,20
CCOCC(=O)Nc1cc(OC)c(Cl)cc1OC,6,-1.1,-12,24,0,-1,-7,9
COc1cc(Cl)c(S(=O)(=O)n2cnc(C)c2)cc1Cl,-10,0.7,-7,21,1,0,-2,22
COc1ccc(NC(=O)c2ccccc2NC(=O)CN2CCCCCC2)cc1,-20,3.0,14,-10,-3,1,-3,8
OC(COc1ccc(CNCCc2ccccc2F)cc1)CN1CCCCC1 (stereo not drawn),48,2.9,-19,-4,-3,4,10,55*
O=C(c1ccc(Br)o1)N1CCC(c2nc3ccccc3[nH]2)CC1,1,1.4,12,12,4,2,2,-11
COc1cccc(CN2CCN(Cc3nc(-c4cccc(F)c4F)oc3C)CC2=O)c1,-4,0.5,19,-2,-1,-1,12,-7
C/C(=N\Nc1ccccc1[N+](=O)[O-])c1ccccc1O,-95,3.4,12,15,-6,3,-119,-110
O=C(O)c1ccc(OS(=O)(=O)c2cccc(C(F)(F)F)c2)cc1,-11,-2.1,-3,2,0,3,6,4
O=C(CSc1nc(-c2ccc(F)cc2)cs1)N1CCc2ccccc21,-10,-0.7,4,6,-2,-3,7,6
CCOC(=O)C1CCN(C(=O)c2cccnc2Oc2ccccc2)CC1,1,0.1,16,-2,-2,-1,5,-12
CCCc1nc2sc3c(=O)n(N)cnc3c2c2c1CCCC2,1,3.8,0,5,-2,6,12,3
CCCCCSc1nc2c(cnn2-c2ccccc2)c(=O)[nH]1,-16,-0.3,-5,24,6,0,-28,-14
O=C(CN1C(=O)NC2(CCCC2)C1=O)Nc1ccc(OC(F)(F)F)cc1,7,0.8,3,15,-1,-5,-11,-23
CC1=NN(c2ccc(C)cc2C)C(=O)C1C(c1ccccc1O)C1C(=O)N(c2ccc(C)cc2C)N=C1C (stereo not drawn),10,0.2,31,-1,0,-1,9,36
CN(CC(=O)NCCc1ccc(Cl)cc1)S(=O)(=O)c1ccc2c(c1)c(=O)n(C)c(=O)n2C,2,0.4,12,15,1,-3,13,-1
Cc1occc1C(=O)N/N=C/C=C/c1ccc(N(C)C)cc1,-40,5.7,26,-17,8,-2,-89,-34
CCCS(=O)(=O)N1CCN(C(=O)c2ccco2)CC1,-16,-0.8,12,5,2,2,-14,7
COc1cc(C=O)ccc1OCc1c(C)noc1C,0,0.8,15,10,1,2,-10,4
S=C1NC2=C(CCC/C2=C\c2ccccc2)C(c2ccccc2)N1 (stereo not drawn),-6,-1.7,14,12,-6,0,-9,19
O=C1CN(C(=O)c2cc3ccccc3oc2=O)C(c2ccc(F)cc2)c2cc(F)ccc2N1 (stereo not drawn),10,1.3,14,-3,-1,9,17,-22
CC[C@H](C)C(N)c1cn(C(CCCN=C(N)N)C(=O)N2CCNCC2)nn1 (stereo partly drawn),-8,-0.4,-16,-59,-3,-1,3,-3
CNc1nc(SC)nc2ccsc12,-14,-2.0,-3,-19,-2,-1,16,12
CCOC(=O)c1cc(C#N)c(SCC(N)=O)[nH]c1=O,6,-0.2,9,14,-3,-1,12,10
O=C1NC2(CCCCC2)C(=O)N1c1ccc(Cl)cc1,3,2.8,12,2,2,-5,-12,-2
Nc1c(C(=O)c2ccc(Cl)cc2)sc2nc3c(cc12)CCC3,-107,4.9,-3,3,-2,7,-120,-5
Nc1cc(OC(=O)c2c(F)cccc2Cl)nn1S(=O)(=O)c1ccccc1,-11,0.9,39,-18,-1,1,-1,15
CC(=O)c1c(C)nn(CC(O)COc2ccc3ccccc3c2)c1C (stereo not drawn),-14,-0.6,18,-39,0,1,-42,-6
O=C(NC(=S)NC(c1ccccc1)c1ccncc1)c1ccccc1 (stereo not drawn),19,6.5,38,-8,4,0,15,24
Cc1cc(NC(=O)c2cccc(S(=O)(=O)N3CCCC3)c2)no1,-4,0.7,13,20,-5,-2,5,5
CNc1ccc(SC#N)cc1,-10,-2.5,35,15,-6,-2,9,0
CCn1c(=S)sc2c(=O)n(CC(=O)Nc3ccc(OC)c(Cl)c3)c(C)nc21,16,3.8,-13,27,-1,-3,9,18
Cc1ccc(NC(=O)[C@H](C)NC(=O)C2CCN(C(=O)[C@@H](N)C(C)C)CC2)cc1,18,3.6,-2,3,-1,1,9,-13
CC(NC(=O)c1cccs1)c1ccc2c(c1)OCO2 (stereo not drawn),6,2.0,6,-5,-1,-1,5,4
CCC(C)NC(=O)CSc1ccc(S(=O)(=O)N(C)C2CCCCC2)cn1 (stereo not drawn),0,-0.4,27,-4,-3,-1,6,29
CC(=O)c1sc(Nc2nc3ccc(F)cc3s2)nc1C,-70,9.1,16,-11,-1,4,-199,-89
CCn1cc(C(=O)NCc2ccco2)c(=O)c2ccc(C)nc21,5,1.2,33,17,-4,10,20,-13
CCC(=O)Nc1cccc(C(=O)c2ccccc2)c1,-16,-0.6,13,6,-5,-4,10,9

Retrieved by compound from the list above:
Structure,Jurkat NFkB inh,UPR CHOP act,tim23-1 inh,APJ antag,APJ ag,XBP1 UPR activ,697 NFkB inh,Mdm2 MdmX PPI
Nc1c(C(=O)c2ccc(Cl)cc2)sc2nc3c(cc12)CCC3,-107,4.9,-3,3,-2,7,-120,-5
Cc1cccc(NC2=NC(=S)N(CC#N)C23CCCCC3)c1,-1,0.4,10,4,-2,-1,-12,-1
COc1ccc(CCC(=O)OCC(=O)NCc2ccccc2)cc1,-4,-2.2,11,-6,-5,-3,-5,-2
COc1ccc(/C=N/n2c(=S)n(C)c3ccccc32)cc1OC,8,-0.3,41,2,-4,2,7,20
CNc1ccc(SC#N)cc1,-10,-2.5,35,15,-6,-2,9,0

(list continues)
Structure,Jurkat NFkB inh,UPR CHOP act,tim23-1 inh,APJ antag,APJ ag,XBP1 UPR activ,697 NFkB inh,Mdm2 MdmX PPI
CC(=O)N(CCc1ccccc1C)Cc1cc2ccc(C)cc2[nH]c1=O,15,0.0,12,8,-2,4,4,4
CC1(C)c2[nH]c3ccccc3c2C[C@H]2C(=O)N(Cc3ccccc3F)C(=O)N21,13,1.0,16,1,2,-1,-5,12
CC1CCCCC1NC(=S)NC(=O)c1ccccc1Br (stereo not drawn),7,1.4,19,-1,-1,-1,-5,13
C=C(C)Cn1c(=O)c2c(nc3n2CCCN3CCc2ccccc2)n(C)c1=O,4,1.7,18,-7,-1,-3,-34,-1
COc1ccccc1CCC(=O)Nc1ccc(C)cc1Cl,-30,6.1,9,35,-2,3,-26,-16
COc1ccc2ccccc2c1/C=N/O,-9,-0.1,-6,-7,0,1,-20,18
COC(=O)c1sccc1NC(=O)CN(C)NS(=O)(=O)c1ccc(Cl)cc1,1,0.1,27,-5,-4,3,8,17
CCOC(=O)c1ccccc1NC(=O)c1ccc2c(SCC(=O)O)c3c(nc2c1)CCCC3,-6,1.2,14,15,-3,-1,-4,15
Cc1ccc(OCCOC(=O)CN2C(=O)NC3(CCCC3)C2=O)cc1,-10,-1.2,8,2,-2,3,-28,7
CCOC(=O)C(C)Sc1nc2ccccc2c(=O)n1CC1CCCCC1 (stereo not drawn),-9,-2.5,17,4,-4,-3,-16,3
Cc1noc(C)c1S(=O)(=O)Nc1ccc2c(c1)C(=O)N([C@H](C)CO)C[C@H](C)[C@@H](CN(C)C(=O)NC1CCCCC1)O2,-4,-1.9,0,8,-3,1,4,-5
COc1ccccc1C(NC(C)=O)c1cc(Cl)c2cccnc2c1O (stereo not drawn),3,12,36,11,-6,3,-13,67*
Cc1cc(-c2cccs2)c2c(n1)sc1c(=O)[nH]c(=O)[nH]c12,10,-1.2,21,23,-3,0,7,18
CC(C)c1ccc(-c2nc(N3CCCCC3)[nH]c(=O)c2C#N)cc1,4,-0.2,-6,10,-5,2,12,31
COC(=O)C1CCN(C(=O)c2ccc3oc(Cc4ccc(Cl)cc4)nc3c2)CC1,-13,-0.1,17,-6,1,-6,6,10
O=c1c2c(nc3nc(NCc4ccc(Cl)cc4)[nH]n13)CCC2,26,-0.6,-10,4,-5,-1,19,17
COc1ccc(CCNC(=O)CCC(=O)N2CCOc3ccc(Cl)cc32)cc1OC,6,1.7,3,13,3,-1,-10,9
O=C(CCc1ccccc1)N1CCN(c2ccc(Cl)cc2)CC1,-11,-1.4,29,12,-3,2,-14,-8
CCCc1nnc(NC(=O)c2oc3ccccc3c2COCC)s1,1,-0.1,24,-8,-4,-1,-1,2
CCC(C)NC(=O)C1CCN(S(=O)(=O)CC)CC1 (stereo not drawn),-11,-0.5,-8,15,1,-3,14,-5
Cn1c(SCC(=O)NC2CCCCC2)nnc1-c1ccc(N)cc1,20,-1.0,-6,18,-5,1,12,14
CC(C)C(=O)Nc1ccc(C(=O)c2ccccc2)cc1,-47,1.6,25,14,-3,0,-35,12
COc1cccc(NC(=O)c2nc(SC)ncc2Cl)c1,-12,1.6,5,-2,-1,-1,11,9
Cc1cccc(CNC(=O)C2CCC(=O)N(C3CCCCCC3)C2)c1 (stereo not drawn),-13,-1.6,-3,-4,-1,-1,-17,13
Cc1c(C(=O)OCc2ccc(F)cc2)sc2nc3n(c(=O)c12)CCC3,-25,4.9,12,-15,-1,-2,-38,2
